S2 tox: Viability Counterscreen for Primary qHTS for Inhibitors of ATXN expression; Potency, µM (titrated, usually from 56.7 µM), actives largely listed as cytotoxic; S2 cells (HEK-293 line with an ATXN2-luciferase reporter) viability, CellTiter-Fluor protease fluorescence, 24 h; actives 0.49% (n = 400,000); further: potency means the concentration at half of the fitted maximal effect; nearly all actives have a fitted effect of over 40% in size
IL1B secr inh: qHTS for Inhibitors of Inflammasome Signaling: IL-1-beta AlphaLISA Primary Screen. THP-1 LPS/ATP IL-1B secretion, AlphaLISA, 16 h; active compounds read low. activity change, % at 57.5 µM. actives 4.7% (n = 360,000); in the data active means activity change below about -50%; inconclusive means mostly about -30% to -49%; further: on the % scale 0 is the no-effect control and ±100 the full control effect
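THP-1 cells pretreated 1 hr with compounds (up to 57.5 uM final), then stimulated with LPS (250 ng/mL final) plus ATP (1.25 mM final); secreted IL-1B measured by AlphaLISA after 16 hr, decreased signal indicating inhibition.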
MCF10A rerep: A quantitative high throughput screen for small molecules that induce DNA re-replication in MCF 10a normal breast cells; Potency, µM (doses to about 46.1 µM), inactives show top-dose activity, positive = re-replication, hits mostly activators; MCF 10A DNA re-replication, Hoechst nuclear intensity, 48 h; AID 624296, 2012; actives 2.9% (n = 350,000); further: potency means the concentration at half of the fitted maximal effect; % of control where 0% means no effect; nearly all actives have a fitted effect of over 50% in size
HT1080-NT tox: qHTS for induction of synthetic lethality in tumor cells producing 2HG: qHTS for the HT-1080-NT fibrosarcoma cell line. HT-1080-NT fibrosarcoma viability, CellTiter-Glo ATP luminescence, 48 h. Potency, µM (series often up to 46.1 µM), without a hit: top-dose activity, negative = less viability, usual class: cytotoxic. actives 1.6% (n = 360,000). AID 686970, 2013;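 further: NT is the 2HG producing partner of a matched IDH1 knockdown line; potency means the concentration at half of the fitted maximal effect; 0% = DMSO-treated cells and -100% = media-only wells without cells; nearly all actives have a fitted effect of over 55% in size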
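Viability by CellTiter-Glo luminescence after 48 h compound exposure at 37C of HT-1080-NT cells (750/well, RPMI, 5% FBS). % activity scaled between DMSO wells and medium-only wells, then curve-fitted and categorized by curve class.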
ATXN2 expr inh: Primary qHTS for Inhibitors of ATXN expression. Potency, µM (highest dose often 57 µM), for inactives: at the top dose activity change, negative = inhibition, most hits filed as inhibitors. AID 1745845, 2022. HEK-293 ATXN2-luciferase reporter, luminescence, 24 h. actives 0.72% (n = 360,000); further: potency means the concentration at half of the fitted maximal effect; on the % scale 0 is the no-effect control and ±100 the full control effect; nearly all actives have a fitted effect of over 55% in size
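qHTS (up to 57 uM final) was run with 24 h compound exposure of reporter cells at 37 °C. Each well was multiplexed: SteadyGlo luminescence measured ATXN2-luciferase expression after a fluorogenic Gly-Phe-AFC viability readout (25 uM final).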
HT1080 IDH1KD tx: qHTS for induction of synthetic lethality in tumor cells producing 2HG: qHTS for the HT-1080-IDH1KD cell line; HT-1080 IDH1 knockdown viability, ATP luminescence, 48 h; Potency, µM (series often up to 46.1 µM), inactives show at the top dose activity, negative = toxicity, hits mostly cytotoxic; actives 2% (n = 360,000); AID 686971, 2013;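 further: potency means the concentration at half of the fitted maximal effect; 0% = DMSO wells and -100% = cell-free medium wells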
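IDH1KD HT-1080 cells, 750/well, RPMI + 5% FBS; compound pinned after 2 h settling; 48 h, 37 °C; CellTiter-Glo luminescence; % activity normalised to DMSO and no-cell wells; curves fitted, classed by r2 and efficacy.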
KB-3-1 cytotox: qHTS assay for MDR1-selective chemotherapeutics: Primary screen using the parental adenocarcinoma cell KB-3-1 | KB-3-1 viability, CellTiter-Glo ATP luminescence, 72 h | Potency, µM (titrated, usually from 46.1 µM), inactives show at the top dose activity change, negative = cytotoxic, actives largely listed as cytotoxic | actives 1.4% (n = 400,000) | AID 1347075, 2019; further: potency means the concentration at half of the fitted maximal effect; on the % scale 0 is the no-effect control and ±100 the full control effect; nearly all actives have a fitted effect of over 60% in size
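Parental KB-3-1 viability, qHTS format: 72 h compound exposure, 37 °C; CellTiter-Glo; media-only wells and DMSO plates as controls; concentration-effect fits on corrected data.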
SW480 rerep: A quantitative high throughput screen for small molecules that induce DNA re-replication in SW480 colon adenocarcinoma cells; SW480 DNA re-replication, Hoechst DNA content imaging, 48 h; Potency, µM (doses to about 46.1 µM), inactives show at the top dose re-replication activation, hits mostly activators; actives 1.8% (n = 340,000); further: potency means the concentration at half of the fitted maximal effect; % of control where 0% means no effect; nearly all actives have a fitted effect of over 55% in size
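Per well, 250 cells were exposed to pinned compound for 48 hr. Nuclear DNA was visualised with Hoechst (40 min, 37 C) and total object intensity recorded by fluorescence scanning.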
KB-V1 cytotox: qHTS assay for MDR1-selective chemotherapeutics: Primary screen using the drug-selected MDR subline cells KB-V1; KB-V1 MDR cells viability, CellTiter-Glo, 72 h; Potency, µM (highest dose often 46.1 µM), without a hit: top-dose activity change, negative = cytotoxicity, usual class: cytotoxic; actives 3.4% (n = 400,000); AID 1347076, 2019; further: potency means the concentration at half of the fitted maximal effect; on the % scale 0 is the no-effect control and ±100 the full control effect; nearly all actives have a fitted effect of over 60% in size
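Compound-treated KB-V1 multidrug-resistant cells, 72 h, 37 degrees C; viability by CellTiter-Glo. Fitted qHTS curves give the values.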
Starred values were filed as active, the others as inactive; [ ] = remark or other dose. Unless noted, the call rests on the fitted dose curve; in most records, active means well fitted curve in the direction sought with a large enough effect; inconclusive means small, poorly fitted or top-dose-only effect, or another doubt; inactive means no such curve, though single readings can be large; an effect the other way counts as inactive or inconclusive. Outcome played no part in choosing rows; 11% or so of the library scored in one or more.

How did Cn1c(CCN2CCCCC2)nc2cc(NS(=O)(=O)c3ccccc3)ccc21 do in these assays?
S2 tox: inactive; IL1B secr inh: -50*; MCF10A rerep: 12%; HT1080-NT tox: -26%; ATXN2 expr inh: 4%; HT1080 IDH1KD tx: inconclusive; KB-3-1 cytotox: 1%; SW480 rerep: inconclusive; KB-V1 cytotox: -2%

Results for COc1ccc(C(=O)OCc2c(C)noc2C)cc1 ?
S2 tox: inactive; IL1B secr inh: 0; MCF10A rerep: -42%[inhibitor]; HT1080-NT tox: 12%; ATXN2 expr inh: 21%; HT1080 IDH1KD tx: 7%; KB-3-1 cytotox: -10%; SW480 rerep: -8%; KB-V1 cytotox: -3%

What do the screens show for `CC(CCc1ccccc1)NC(=O)COC(=O)c1ccc(S(C)(=O)=O)c([N+](=O)[O-])c1` (stereo not given)?
S2 tox: inconclusive; IL1B secr inh: -108*; MCF10A rerep: inconclusive; HT1080-NT tox: 16µM*; ATXN2 expr inh: inconclusive; HT1080 IDH1KD tx: 7.3µM*; KB-3-1 cytotox: -10%; SW480 rerep: inconclusive; KB-V1 cytotox: -16%

What do the screens show for `Cc1cc(=O)oc2cc(OCC(=O)OCC(=O)N3CCC(C)CC3)ccc12`?
S2 tox: inactive; IL1B secr inh: -60*; MCF10A rerep: -42%[inhibitor]; HT1080-NT tox: -9%; ATXN2 expr inh: -19%; HT1080 IDH1KD tx: 2%; KB-3-1 cytotox: 0%; SW480 rerep: inconclusive; KB-V1 cytotox: 1%

What do the screens show for `CCn1c(SCC(=O)N2c3ccccc3Sc3ccccc32)nc2c1c(=O)n(C)c(=O)n2C`?
S2 tox: inactive; IL1B secr inh: 19; MCF10A rerep: inconclusive; HT1080-NT tox: 10%; ATXN2 expr inh: -2%; HT1080 IDH1KD tx: -7%; KB-3-1 cytotox: -8%; SW480 rerep: inconclusive; KB-V1 cytotox: inconclusive

What do the screens show for `CC(C)C(=O)N1CCN(c2ccccc2NC(=O)c2cc([N+](=O)[O-])ccc2N2CCOCC2)CC1`?
S2 tox: inactive; IL1B secr inh: -4; MCF10A rerep: -3%; HT1080-NT tox: -5%; HT1080 IDH1KD tx: -6%; KB-3-1 cytotox: inconclusive; SW480 rerep: -8%; KB-V1 cytotox: inconclusive

Results for O=C(NCc1ccccc1)c1cccc(Br)n1 ?
S2 tox: inactive; IL1B secr inh: 0; MCF10A rerep: -15%; HT1080-NT tox: 10%; ATXN2 expr inh: 10%; HT1080 IDH1KD tx: 5%; KB-3-1 cytotox: 1%; SW480 rerep: -6%; KB-V1 cytotox: -9%

How did Cc1cc2nc(-c3cccc(Cl)c3)c(Cc3cccc(Cl)c3)n2c(C)c1Br do in these assays?
S2 tox: inactive; IL1B secr inh: 49; HT1080-NT tox: 6%; ATXN2 expr inh: 15%; HT1080 IDH1KD tx: 2%; KB-3-1 cytotox: inconclusive; KB-V1 cytotox: -10%

Results for COc1ccc(N(CC(=O)N2CCOCC2)S(C)(=O)=O)cc1Cl ?
S2 tox: inconclusive; IL1B secr inh: -1; MCF10A rerep: -5%; HT1080-NT tox: -2%; ATXN2 expr inh: 13%; HT1080 IDH1KD tx: 11%; KB-3-1 cytotox: 2%; SW480 rerep: 0%[9.22 µM]; KB-V1 cytotox: 31%

How did CCOC(=O)N1CCN(C(=S)NC(=O)c2ccc(Br)cc2)CC1 do in these assays?
S2 tox: inactive; IL1B secr inh: inconclusive; MCF10A rerep: 0%; HT1080-NT tox: -5%; ATXN2 expr inh: -23%; HT1080 IDH1KD tx: -15%; KB-3-1 cytotox: -1%; SW480 rerep: 5%; KB-V1 cytotox: inconclusive

How did CCOC(=O)C1=C[C@@H](C(C)(C)C)N(S(=O)(=O)c2ccc(C)cc2)[C@H]1c1cccc(Cl)c1 do in these assays?
S2 tox: inconclusive; IL1B secr inh: 34; HT1080-NT tox: inconclusive; ATXN2 expr inh: inconclusive; HT1080 IDH1KD tx: 18µM*; KB-3-1 cytotox: inconclusive; KB-V1 cytotox: -1%

What do the screens show for `Cn1nc(-c2ccc(C(=O)NCCO)cc2)c2ccccc2c1=O`?
S2 tox: inactive; IL1B secr inh: -3; MCF10A rerep: 4%; HT1080-NT tox: 15%; ATXN2 expr inh: 19%; HT1080 IDH1KD tx: 14%; KB-3-1 cytotox: -9%; SW480 rerep: 1%; KB-V1 cytotox: 2%

Results for CCCC(C(=O)NC1=NCCS1)c1ccccc1 (stereo not given) ?
S2 tox: inactive; IL1B secr inh: 17; MCF10A rerep: inconclusive; HT1080-NT tox: -11%; ATXN2 expr inh: -9%; HT1080 IDH1KD tx: 1%; KB-3-1 cytotox: -6%; SW480 rerep: 5%; KB-V1 cytotox: -7%

Results for CC(=O)c1sc(NC(=O)c2oc3ccc(F)cc3c2C)nc1C ?
S2 tox: inactive; IL1B secr inh: 3; MCF10A rerep: 4%; HT1080-NT tox: 11%; ATXN2 expr inh: 65%[activator]; HT1080 IDH1KD tx: 15%; KB-3-1 cytotox: 27%; SW480 rerep: 8%; KB-V1 cytotox: -8%

What do the screens show for `Cc1cc(C)c(S(=O)(=O)N2CCCOC2CNC(=O)C(=O)NCCC2=CCCCC2)c(C)c1` (stereo not given)?
S2 tox: inactive; IL1B secr inh: 3; MCF10A rerep: 21%; HT1080-NT tox: 1%; ATXN2 expr inh: -10%; HT1080 IDH1KD tx: 5%; KB-3-1 cytotox: 4%; SW480 rerep: 5%; KB-V1 cytotox: -24%

Results for Cc1cccc(NC(=O)[C@@H]2CCCN2C2=NS(=O)(=O)c3ccccc32)c1C ?
S2 tox: inactive; IL1B secr inh: 18; MCF10A rerep: 3%; HT1080-NT tox: 0%; ATXN2 expr inh: 1%; HT1080 IDH1KD tx: -8%; KB-3-1 cytotox: -1%; SW480 rerep: -4%; KB-V1 cytotox: -14%

What do the screens show for `O=C(NCCO)c1ccc(CSc2nc3ccccc3[nH]2)cc1`?
S2 tox: inactive; IL1B secr inh: 22; MCF10A rerep: -8%; HT1080-NT tox: 3%; ATXN2 expr inh: 43%[activator]; HT1080 IDH1KD tx: -2%; KB-3-1 cytotox: 0%; SW480 rerep: -4%; KB-V1 cytotox: 26%

How did CCc1ccc(NC(=S)Nn2cnnc2)cc1 do in these assays?
S2 tox: inactive; IL1B secr inh: -7; MCF10A rerep: 0%; HT1080-NT tox: 3%; ATXN2 expr inh: 3%; HT1080 IDH1KD tx: -4%; KB-3-1 cytotox: -6%; SW480 rerep: -10%; KB-V1 cytotox: 4%

What do the screens show for `Cc1noc(C)c1COc1ccc(C(=O)N2CCC(C)CC2)cc1`?
S2 tox: inactive; IL1B secr inh: 28; MCF10A rerep: 0%; HT1080-NT tox: 1%; ATXN2 expr inh: -15%; HT1080 IDH1KD tx: 0%; KB-3-1 cytotox: -11%; SW480 rerep: 2%; KB-V1 cytotox: 23µM*

How did CCn1nnnc1SCC(=O)c1cccc(OC)c1 do in these assays?
S2 tox: inactive; IL1B secr inh: -4; MCF10A rerep: 20%; HT1080-NT tox: 2%; ATXN2 expr inh: 3%; HT1080 IDH1KD tx: 5%; KB-3-1 cytotox: -5%; SW480 rerep: -1%; KB-V1 cytotox: -14%

Results for O=c1c2ccccc2ncn1CCCSc1ccc(Cl)cc1 ?
S2 tox: inactive; IL1B secr inh: -11; MCF10A rerep: 2%; HT1080-NT tox: -13%; ATXN2 expr inh: -2%; HT1080 IDH1KD tx: -6%; KB-3-1 cytotox: -3%; SW480 rerep: -1%; KB-V1 cytotox: 0%

How did O=C(CNS(=O)(=O)c1ccc(C(=O)N2CCCCC2)cc1)N1CCCCC1 do in these assays?
S2 tox: inconclusive; IL1B secr inh: -25; MCF10A rerep: -12%; HT1080-NT tox: -2%; ATXN2 expr inh: -6%; HT1080 IDH1KD tx: 0%; KB-3-1 cytotox: -3%; SW480 rerep: -11%; KB-V1 cytotox: 8%

Results for O=[N+]([O-])c1ccc(O)c(-c2cc(C(F)(F)F)nc(-c3ccccc3)n2)c1 ?
S2 tox: inconclusive; IL1B secr inh: -62*; MCF10A rerep: inconclusive; HT1080-NT tox: 2.3µM*; HT1080 IDH1KD tx: -3%; KB-3-1 cytotox: 1.5µM*; SW480 rerep: 15%; KB-V1 cytotox: inconclusive

How did COC(=O)c1sc(N)c(C(=O)OC)c1CSc1nnc(-c2ccccc2Cl)n1C do in these assays?
S2 tox: inactive; IL1B secr inh: 15; MCF10A rerep: 20%; HT1080-NT tox: -6%; ATXN2 expr inh: 8%; HT1080 IDH1KD tx: -11%; KB-3-1 cytotox: 7%; SW480 rerep: -3%; KB-V1 cytotox: inconclusive

What do the screens show for `O=C(c1ccco1)N(CC1CCCO1)c1nc(-c2ccccc2)cs1` (stereo not given)?
S2 tox: inactive; IL1B secr inh: -10; MCF10A rerep: inconclusive; HT1080-NT tox: inconclusive; ATXN2 expr inh: -8%; HT1080 IDH1KD tx: inconclusive; KB-3-1 cytotox: inconclusive; SW480 rerep: 26%; KB-V1 cytotox: 23µM*

What do the screens show for `CCc1ccccc1OCc1nc2ccc(S(=O)(=O)N3CCOCC3)cc2[nH]1`?
S2 tox: inactive; IL1B secr inh: -13; MCF10A rerep: 428%[0.0737 µM]; HT1080-NT tox: 2%; ATXN2 expr inh: 2%; HT1080 IDH1KD tx: -7%; KB-3-1 cytotox: -1%; SW480 rerep: -3%; KB-V1 cytotox: -8%
